Assay outcomes (PubChem)
yeast mec2-1 = NCI yeast anticancer drug screen, S. cerevisiae mec2-1 strain; % growth inhibition at 50 µM; hit rate 9% among 79,000; AID 157;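 further: 0% = growth of vehicle-only cultures of the same strain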
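Cells of the genetically defined mec2-1 yeast strain are incubated with test compound. Inhibition of growth is calculated against vehicle-treated controls.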
cln2 rad14 = NCI yeast anticancer drug screen, S. cerevisiae cln2 rad14 strain; growth inhibition, % at 50 µM; hit rate 8.3% among 78,000;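 further: 0% = growth of vehicle-only cultures of the same strain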
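Each compound was tested on cln2 rad14 yeast. Inhibition of growth was calculated against vehicle-exposed controls.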
yeast rad50 = NCI yeast anticancer drug screen, S. cerevisiae rad50 strain; % growth inhibition at 50 µM; hit rate 10% among 79,000;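 further: 0% = growth of vehicle-only cultures of the same strain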
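Genetically altered yeast (DNA repair pathway); compound treatment; growth inhibition vs vehicle ctrl.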
bub3 = NCI yeast anticancer drug screen, S. cerevisiae bub3 mutant strain | growth inhibition, % at 50 µM | hit rate 9.9% among 78,000 | AID 167;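 further: 0% = growth of vehicle-only cultures of the same strain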
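In this screen, a yeast mutant lacking normal mitotic checkpoint function is challenged with compound. Relative growth versus vehicle gives the inhibition value.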
sgs1 mgt1 = NCI yeast anticancer drug screen, S. cerevisiae sgs1 mgt1 strain; % growth inhibition at 50 µM; hit rate 10% among 78,000; AID 161;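 further: 0% = growth of vehicle-only cultures of the same strain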
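Yeast cells carrying a defined DNA-repair defect were exposed to test compounds. Growth inhibition was measured relative to vehicle-treated controls.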
yeast mlh1 rad18 = NCI yeast anticancer drug screen, S. cerevisiae mlh1 rad18 strain. growth inhibition, % at 50 µM. hit rate 11% among 79,000. AID 175;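 further: 0% = growth of vehicle-only cultures of the same strain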
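A repair-deficient yeast strain is exposed to test compound, and growth is scored relative to vehicle-treated controls.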
Numbers without * were called inactive; · = not tested or not shown; & = joins results of further samples. No stated cut-off is given here; in the data, active means growth inhibition above about 70%; inactive means the rest.

Sample of the layout:
Every second line gives: sgs1 mgt1	cln2 rad14	bub3	yeast mlh1 rad18	yeast rad50	yeast mec2-1
> CCCCCCCCCCCCCCCCCCNC(=O)NC(CC(C)C)C(=O)O (stereo not given)
  15	36	0	30	20	-7
> CC(=NCc1ccccc1)c1c(C)cc(=O)n(-c2ccccc2)c1O
  -6	-70	-25	-12	-13	-6
> COc1cccc(=O)cc1
  94*	19	93*	76*	83*	26
> CCOC(=O)CCCc1ccccc1
  -3	32	4	-2	-13	-33
> CC1CC(=O)C(CCC#N)=C(O)C1 (stereo not given)
  -8	-10	6	5	5	-14

The whole of this part, previewed entries included:
Every second line gives: sgs1 mgt1	cln2 rad14	bub3	yeast mlh1 rad18	yeast rad50	yeast mec2-1
> CCCCCCCCCCCCCCCCCCNC(=O)NC(CC(C)C)C(=O)O (stereo not given)
  15	36	0	30	20	-7
> CC(=NCc1ccccc1)c1c(C)cc(=O)n(-c2ccccc2)c1O
  -6	-70	-25	-12	-13	-6
> COc1cccc(=O)cc1
  94*	19	93*	76*	83*	26
> CCOC(=O)CCCc1ccccc1
  -3	32	4	-2	-13	-33
> CC1CC(=O)C(CCC#N)=C(O)C1 (stereo not given)
  -8	-10	6	5	5	-14
> CCC(CC)C(=O)O.[Ag]
  100*	99*	99*	99*	99*	100*
> O=C(O)C(=C/C=C/C=C/c1ccccc1)C(=O)O
  4	33	4	2	-20	-17
> CC(=O)Nc1ccc(NC(C)=O)cc1
  -9	-21	6	-9	-18	-9
> CC(=O)C1C(=O)NC(=O)C1=O (stereo not given)
  -14	0	-19	-19	-3	-24
> COc1ccc2c(c1)CC[C@@H]1[C@@H]2CC[C@]2(C)C(=O)/C(=C/C=C/N(C)C)C[C@@H]12
  44	18	42	53	32	25
> CCC(C(N)C(=O)O)C(F)(F)F (stereo not given)
  1	4	-22	-7	-19	-32
> CCCCCc1ccc2oc(=O)c3ccc(C)cc3c2c1O
  16	-17	-25	-6	-10	9
> NS(=O)(=O)c1ccc(N=Nc2ccc(O)c(C(=O)O)c2)cc1
  -8	-27	8	5	12	1
> COC(=O)C(=O)C(C(=O)OC)C(=O)C(=O)Nc1ccccc1C(N)=O (stereo not given)
  -26	-10	-28	-21	-33	-8
> CC1(C)OC2C(C3N(c4ccccc4)CCN3c3ccccc3)OC(n3ccc(=O)[nH]c3=O)C2O1 (stereo not given)
  -8	14	-2	-13	-37	-6
> OC1(C#Cc2ccccc2)c2ccccc2C(O)(C#Cc2ccccc2)c2c(C#Cc3ccccc3)cccc21 (stereo not given)
  5	-1	0	-2	-5	4
> CC(C)(C)NCc1cc(Nc2ccnc3cc(Cl)ccc23)cc(-c2ccc(Cl)cc2)c1O
  -10	69	2	20	15	-16
> O=C1C=CC(=O)N1c1ccc(O)cc1
  94*	98*	97*	92*	96*	98*
> CN1CCC(O)(C#N)CC1
  -14	-43	10	-3	-6	2
> Cc1ccc(C(C(=O)O)C(Cl)(Cl)Cl)cc1 (stereo not given)
  -1	1	-6	5	7	-11
> CC(C)/C=N/Nc1ccc([N+](=O)[O-])cc1[N+](=O)[O-]
  -5&14	-37&-86	-14&21	4&9	2&20	-26&28
> CC(=O)Nc1ccc(S(=O)(=O)n2c(=O)oc3ccc(Cl)cc32)cc1
  0	6	4	7	-4	-4
> COC(=O)/C(C#N)=C/c1ccco1
  -14	2	-2	-22	-34	7
> C(=C\c1cnnc2ccccc12)/c1cccnc1
  2	43	-13	14	21	-11
> CCCCC1(CCBr)C(=O)NC(=Nc2ccccc2)NC1=O (stereo not given)
  10	-42	3	-14	2	-5
> ClSC(c1ccccc1)(c1ccccc1)c1ccccc1
  58	11	-31	33	20	9
> CC(c1ccccc1)N1C(=O)CSC1=S (stereo not given)
  23	36	54	52	37	30
> COC(=O)C(=[N+]=[N-])C(=O)c1ccc([N+](=O)[O-])o1
  52	98*	49	99*	56	56
> CNC(=O)c1n[nH]n(Cc2ccccc2)c1=S
  7	-5	-9	20	5	-5
> CN(C)c1ccc(/C=C/C(=O)N[C@@H]2C(=O)N3[C@@H]2SC(C)(C)[C@@H]3C(=O)O)cc1
  -12	6	-13	13	-10	-11
> CN(C)CC(O)CNC(=O)Nc1ccccc1 (stereo not given)
  13	0	0	-43	1	14
> c1ccc(-c2nc3ccccc3n2CCc2ccncc2)nc1
  14	-14	3	21	11	10
> C=C(Br)CN=CN(C)C
  11	1	-10	23	24	1
> O=C(O)c1c2ccc(Cl)cc2nc2[nH]c(=O)[nH]c(=O)c12
  28	9	80*	32	29	37
> O=C(NNC(=O)OCc1ccccc1)OCc1ccccc1
  1	-34	12	18	24	-3
> COc1cc(C2=N/C(=C\c3ccc(Cl)c(Cl)c3)C(=O)O2)cc(OC)c1OC
  25	-29	-4	4	-26	-15
> CCOC(=O)c1cn(CC)c2c(ccc3cnccc32)c1=O
  -18	30	-11	10	-4	-18
> NNC(=O)Cc1cccnc1
  -26	-8	-33	10	-4	-1
> CCCCCCCCC(Cl)C(Cl)CCCCCCCC(=O)OC (stereo not given)
  -20	-14	-5	-22	-30	-33
> CCOC(=O)c1cn(C)c2c1C(=O)C(C(=O)OCC)CCN2C(=O)OCC (stereo not given)
  -12	9	1	-20	-2	9
> CCCCCCCCC/C=C1\CCC(CN(C)C)C1=O (stereo not given)
  91*	90*	90*	89*	89*	93*
> Cc1ccc(F)c([N+](=O)[O-])c1
  -10	0	-10	-6	-4	7
> CNc1ncnc(Sc2nc(N)nc3nc[nH]c23)c1[N+](=O)[O-]
  17	1	19	22	25	-11
> Clc1cccc(C2N3CCCCC3[C@@H]3c4[nH]c5ccccc5c4CCN23)c1 (stereo not given in full)
  -2	3	11	2	-1	-2
> CCOC(=O)C(=O)Nc1c(C)cccc1CC
  -5	-16	6	-1	0	-4
> O=C(NNC(=S)Nc1ccccc1)C12CC3CC(CC(C3)C1)C2
  30	15	35	1	-12	31
> COc1cc2c(cc1OC)[C@@H]1Cc3ccc(OC)c(OC)c3CN1CC2
  8	15	-13	-6	-3	-24
> CN(Nc1c([N+](=O)[O-])cc([N+](=O)[O-])cc1[N+](=O)[O-])c1ccc2ccccc2c1
  21	24	7	8	14	7
> c1ccc(-c2cccc(-c3ccccc3)n2)cc1
  -1	-11	-24	29	20	34
> CSc1nc(N)c(C(N)=O)cc1C#N
  -5	-33	-17	9	5	3
> CCC(SC(CC)(CC)C(=O)O)C(N)=O (stereo not given)
  -8	-23	-6	-8	-10	0
> COc1ccc(C(=O)c2ccc(C)c3c(C)cccc23)cc1
  5	-17	-8	5	4	-10
> C/C=C/c1ccc(O)c(OC)c1
  5	-6	-3	-9	13	-12
> O=C1CC(C2CCCCC2)C(=O)c2cc3cccnc3c(O)c21 (stereo not given)
  3	4	11	6	2	7
> COc1ccc2c(c1)CC1NC2Cc2ccccc21 (stereo not given)
  -3	17	-4	1	-21	-11
> C/C=C(/Br)C(=O)O
  -10	-54	-5	-13	-12	-6
> Nc1nc([O-])c([I+]c2ccccc2)c(=O)[nH]1
  4	-8	0	-6	-18	-12
> CC(C)(C)c1ccc(SC(=O)Nc2cccc(Cl)c2Cl)cc1
  18	14	24	21	8	14
> O=C(O)C1CC2C3CCC2C1C3=O (stereo not given)
  23	4	-3	-35	-9	-26
> C[C@@H]1S[C@H](c2c(F)cccc2Cl)n2c1nc1ccccc12
  87*	82*	68	78*	79*	83*

The list continues.
Every second line gives: sgs1 mgt1	cln2 rad14	bub3	yeast mlh1 rad18	yeast rad50	yeast mec2-1
> O=C(CCl)OC1CCCCC1C1CCCCC1 (stereo not given)
  39	-2	32	40	23	13
> CCN(CC)CCC(=O)/C=C/c1ccc(C)cc1
  19	50	15	24	57	11
> O=C(CC(O)(C(F)(F)F)C(F)(F)F)C(CCCl)C(O)(C(F)(F)F)C(F)(F)F (stereo not given)
  42	21	8	39	18	19
> O=[N+]([O-])c1ccc(CCO)cc1
  -7	-15	-10	-5	-4	-26
> CC(C)CC(Br)C(=O)NC(CC(C)C)C(=O)O (stereo not given)
  ·	·	·	-23	-26	-28
> CC(C)(N)COC(=O)c1ccc([N+](=O)[O-])cc1
  7	0	12	10	3	-24
> COCOS(C)(=O)=O
  -3	5	9	-4	-4	-14
> COc1ccc(N(CN2C(=O)CCC2=O)CS(=O)(=O)c2ccc(Cl)cc2)cc1
  12	15	-4	-16	17	0
> CNC(CCNCCc1ccccc1)CNCCc1ccccc1 (stereo not given)
  23	4	6	22	44	5
> O=C(Nc1ccccc1SC(=O)OCc1ccccc1)OCc1ccccc1
  12	39	2	1	30	5
> COc1ccc(C2C3CCCC(C3=O)C(c3ccc(OC)cc3)N2N=O)cc1 (stereo not given)
  60	89*	85*	96*	84*	87*
> CC(C)=CCC(C)c1ccncc1 (stereo not given)
  9	-9	15	7	2	-9
> Oc1ccc(O)c(CNc2ccc(C(O)C(F)(F)F)cc2)c1 (stereo not given)
  17	6	22	16	15	9
> COc1cc(-c2cc(CCC(=O)Nc3ccccc3[N+](=O)[O-])n(-c3ccc([N+](=O)[O-])cc3[N+](=O)[O-])n2)ccc1O
  -43	32	-5	-28	-5	-6
> COC(=O)C(/C(=N/NC(=O)c1ccncc1)C(=O)Nc1ccccc1OC)c1nc2ccc(Cl)cc2[nH]c1=O (stereo not given)
  -11	-38	-18	11	6	-6
> CCCn1c(=O)c2nn3c(=O)n(CCC)c(=O)c3nn2c1=O
  -2	11	-5	-7	-15	-21
> Cc1cc[n+](CC(=O)CC([O-])(C(F)(F)F)C(F)(F)F)cc1
  0	2	7	-2	-6	0
> CCCCCCCCCCCCCCCCC#N
  52	16	52	24	50	-7
> Cc1ccc(C)c(C(=O)O)c1N
  -8	-9	-32	4	-4	6
> CC(=O)OC1CCC2CC(=O)CCC2(C)C1O (stereo not given)
  6	-64	2	-22	-3	-12
> COC(=O)c1ccc(Cn2ccc(=O)n(Cc3ccc(C(=O)OC)cc3)c2=O)cc1
  75*	31	31	43	63	24
> CS(=O)(=O)c1ccc2c(c1)-c1ccc(N)cc1C2=O
  16	15	17	8	29	13
> Nc1nnc(/C=C/c2ccc(Cl)c(Cl)c2)o1
  21	19	15	31	15	24
> CCCCCCn1c(=O)c(N(C)C)c(C)n(C)c1=O
  -9	46	18	-23	-36	-4
> O=C(CC(=O)c1ccccc1O)c1ccccc1
  34	40	63	40	31	43
> O=c1c(Cl)cc(Cl)cn1S(=O)(=O)c1ccc([N+](=O)[O-])cc1
  99*	99*	98*	99*	99*	95*
> Cc1cccnc1N
  5	-12	-1	15	-9	-32
> Nc1ccc(N=Cc2ccccc2)cc1
  9	3	3	-4	4	0
> Cc1ccc(Cc2cc(=O)[nH]c(=O)[nH]2)cc1
  -13	-76	3	5	0	-8
> CNCCOC(=O)c1ccccc1
  -6	-30	7	-7	2	-11
> C=CCNC(=S)/N=C/c1c(O)c2ccccc2oc1=O
  -43	-34	-53	-47	-34	-30
> N#CNC=Nc1ccccc1
  3	-4	2	-7	-4	0
> O=C(NCCCBr)Nc1cccc2c1CCCC2
  2	-32	-21	-21	-7	6
> COc1cc(C(=O)C/C(CCC(=O)Nc2ccc(Cl)cc2Cl)=N/NC(=O)C(N)=O)ccc1O
  -35	22	-1	-20	-13	-2
> O=C(CCN1C(=O)NC(c2ccccc2)(c2ccccc2)C1=O)NCCN1CCOCC1
  6	1	-2	25	-1	14
> CC1CCCCN1Cc1ccccc1CC(=O)c1ccccc1 (stereo not given)
  4	5	6	10	6	1
> N#CNC(=O)c1ccc(Cl)cc1
  -11	-21	-14	0	-3	-12
> NS(=O)(=O)c1ccc(NC(=S)/N=C/c2c(O)c3ccccc3oc2=O)cc1
  16	-19	-10	13	6	-4
> C(=C\Cc1ccccc1)/C=N/N=C/C=C/Cc1ccccc1
  -8	3	-4	11	7	-10
> Cc1cc2c(cc1C)[n+](=O)c(C(=O)CC(=O)C(=O)Nc1ccccc1C(C)C)c(C)n2[O-]
  -52	13	-14	-34	-26	-5
> Cc1cc(OCCl)ccc1[N+](=O)[O-]
  39	16	20	75*	30	26
> CCCN1C(=O)c2cc(=O)[nH]c(O)c2C1C (stereo not given)
  -9	9	-13	0	-14	-11
> NC(=O)c1ccc2c3c(ccc(C(N)=O)c13)CC2
  -16	-9	14	-2	-5	-10
> Cn1c2ccccc2c(=O)c2cc(NC(=O)CCCCCCCC(=O)Nc3ccc4c(c3)c(=O)c3ccccc3n4C)ccc21
  -11	-13	-27	-1	-11	-13
> CC(C)NC(=O)c1ccc(C(C)C)cc1
  -3	-16	-1	-2	4	3
> COC(=O)Nc1nc2ccccc2c(=O)[nH]1
  -40	-14	-52	-56	8	-6
